# VLA-4 inh = inhibition in human VLA-4 binding assay, primary screen, VLA-4 allosteric modulator project, MLPCN library, flow cytometry, VLA-4 expressing cells. 0.2% of 330,000 active. Integrin alpha-4 (Homo sapiens), P13612. ligand binding flow cytometry. inhibition, % (about 7 µM as worked out from the volumes in the protocol); in the data active = inhibition above about 50%
# Target sequence (P13612 whole entry, looked up): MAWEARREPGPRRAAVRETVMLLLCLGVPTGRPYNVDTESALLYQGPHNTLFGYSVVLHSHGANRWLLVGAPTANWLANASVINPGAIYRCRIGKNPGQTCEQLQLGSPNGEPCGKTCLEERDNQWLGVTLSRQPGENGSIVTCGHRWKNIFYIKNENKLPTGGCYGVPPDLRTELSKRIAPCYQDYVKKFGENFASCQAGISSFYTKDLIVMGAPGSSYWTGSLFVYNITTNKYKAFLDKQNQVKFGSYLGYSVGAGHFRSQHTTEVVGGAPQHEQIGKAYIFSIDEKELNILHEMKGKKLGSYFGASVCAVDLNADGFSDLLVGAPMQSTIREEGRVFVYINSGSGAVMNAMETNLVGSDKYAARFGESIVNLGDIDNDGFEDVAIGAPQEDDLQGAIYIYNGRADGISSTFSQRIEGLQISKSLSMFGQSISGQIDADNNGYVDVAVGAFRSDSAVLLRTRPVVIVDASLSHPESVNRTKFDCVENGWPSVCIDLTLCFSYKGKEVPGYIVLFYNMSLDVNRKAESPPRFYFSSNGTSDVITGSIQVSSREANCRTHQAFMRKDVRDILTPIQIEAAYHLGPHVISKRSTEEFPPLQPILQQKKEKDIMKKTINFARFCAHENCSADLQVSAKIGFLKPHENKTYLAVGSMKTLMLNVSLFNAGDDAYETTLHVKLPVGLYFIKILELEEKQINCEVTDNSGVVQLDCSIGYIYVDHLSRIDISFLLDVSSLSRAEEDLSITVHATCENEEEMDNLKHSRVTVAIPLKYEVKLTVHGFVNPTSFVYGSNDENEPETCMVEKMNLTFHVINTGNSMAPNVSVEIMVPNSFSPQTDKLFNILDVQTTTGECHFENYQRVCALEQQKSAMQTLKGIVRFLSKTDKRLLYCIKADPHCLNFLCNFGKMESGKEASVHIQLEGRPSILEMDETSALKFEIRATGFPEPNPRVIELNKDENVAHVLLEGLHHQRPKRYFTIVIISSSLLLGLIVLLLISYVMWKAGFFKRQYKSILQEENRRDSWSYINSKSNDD
# LAP4-GFP MLPCN = modulators of LAP4-GFP expression in yeast, primary screen, S. cerevisiae, multiplex flow cytometry, MLPCN library; GFP response vs DMSO, % at 10 µM; 3 h; median GFP as percent of DMSO wells; 0.34% of 320,000 active;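 active = GFP response vs DMSO above a set limit, about the screen mean plus 3 SD, cut at about 150% in these data; inconclusive = under 70 cell events counted for the yeast strain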
# CIT2 TOR yeast = modulators of CIT2-GFP expression in yeast, primary screen, S. cerevisiae, GFP fusion, multiplex flow cytometry, MLPCN library; S. cerevisiae CIT2-GFP strain, 3 h; 100 means same as DMSO wells; 0.065% of 320,000 active; GFP response vs DMSO, % at 10 µM;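 active = GFP response relative to DMSO above a set limit, near the screen mean plus 3 SD, cut at about 150% in these data; inconclusive = Fewer than 70 cells measured for a yeast strain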;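 also: ratio of well median GFP fluorescence to mean of DMSO wells on the plate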
# MEP2-GFP yeast = modulators of MEP2-GFP levels in yeast, primary screen, S. cerevisiae, multiplex flow cytometry, MLPCN library; S. cerevisiae MEP2-GFP strain, 3 h; 100% = DMSO control level; GFP response vs DMSO, % at 10 µM; 0.51% of 330,000 active;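 active = GFP response versus DMSO above a set limit, roughly screen mean plus 3 SD, cut at about 180% in these data; inconclusive = fewer than 70 cells counted for a yeast strain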;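 also: median GFP fluorescence of the barcode-gated MEP2-GFP cells per well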
# Yeast superoxide = reduction of superoxide in aged yeast, primary screen, HTS; S. cerevisiae aged cells, superoxide DHE fluorescence; active compounds read low; superoxide response (% of plate mean), % at 10 µM; 0.18% of 330,000 active; AID 2690, 2010;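 active = superoxide response under a set limit, about three screen SD below normal, cut at about 65% in these data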;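 also: yeast aged for seven days with compound at 30 °C before DHE staining; 100% = average MFI of all compound-treated wells on the plate with controls excluded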
# RPL19A TOR yeast = RPL19A-GFP expression modulators in yeast, primary screen, cell-based, S. cerevisiae, multiplex flow cytometry, MLPCN. S. cerevisiae RPL19A-GFP strain, 3 h; active compounds read low. AID 2025, 2009. percent response vs DMSO, % at 10 µM. 0.3% of 330,000 active;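 active = percent response vs DMSO below 50%; inconclusive = fewer than 70 events counted for the yeast strain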;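 also: median channel GFP fluorescence of the barcoded RPL19A-GFP strain; ratio of sample median GFP to plate DMSO average so 100% = DMSO; lower means less RPL19A-GFP as with rapamycin TOR inhibition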
# AGP1 TOR yeast = modulators of AGP1-GFP expression in yeast TOR pathway, primary screen, cell-based, multiplex flow cytometry, S. cerevisiae, MLPCN library | 3 h; GFP as percent of DMSO wells | GFP response vs DMSO, % at 10 µM | 0.02% of 320,000 active;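 active = GFP response relative to DMSO above a set limit, near screen average plus 3 SD, cut at about 150% in these data; inconclusive = fewer than 70 cells counted for the yeast strain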;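 also: median GFP channel fluorescence of the gated AGP1 strain per well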
# GRK2 inh = compounds blocking aptamer binding on GRK2 – biochemical, human GRK2, bead flow cytometry, HTS, primary screen. FAM-aptamer displacement from GRK2. inhibition of aptamer binding, % at 10 µM. 0.59% of 330,000 active. AID 488847, 2010;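 active = inhibition of aptamer binding above 40%, roughly 3 SD of noise, on plates passing a quality check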;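 also: median bead fluorescence of bound FAM aptamer so fluorescent compounds give negative values; no value below 0 was filed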
# Numbers without * were called inactive; ? = inconclusive; . = no result given; [ ] = remark or other dose.
SMILES,VLA-4 inh,LAP4-GFP MLPCN,CIT2 TOR yeast,MEP2-GFP yeast,Yeast superoxide,RPL19A TOR yeast,AGP1 TOR yeast,GRK2 inh
CCOC(=O)Cn1ccc(-c2ccccc2)c(C#N)c1=O,20,95,119,118,112,105,109,0
COC(=O)c1ccc(COC(=O)c2ccc(CS(=O)(=O)c3ccc(C)cc3)cc2)cc1,8,.,85,87,105,88,85,0
CCS(=O)(=O)N1CCN(C2CCC(c3ccccc3)CC2)CC1 (stereo unspecified),-14,94,102,101,102,94,97,0
CCCC(=O)Nc1nc(C)c(C(C)=O)s1,17,100,105,107,75,101,102,0
CCOc1ccc(/C=N/NC(=O)Cc2csc(Nc3cccc(C(F)(F)F)c3)n2)cc1,12,100,93,100,106,89,95,0
CCSc1ccccc1C(=O)Nc1ccc(S(=O)(=O)NC(C)=O)cc1,-9,98,97,96,91,96,100,0
Cc1ccc2c(c1)NC(=O)C(CC(=O)O)O2 (stereo unspecified),15,98,100,106,91,98,105,2
O=c1c2cc(Br)ccc2[nH]c(=S)n1Cc1ccccn1,8,106,101,113,99,109,110,1
COc1ccccc1CNC(=O)C1CCN(S(=O)(=O)c2ccc3nc4c(c(C(=O)O)c3c2)CCCC4)CC1,23,50[may fluoresce violet],?,258*[may fluoresce violet],112,35*[may fluoresce violet],?,7
O=C(NC1CCCC1)C1CCN(C(=O)c2ccccc2Cl)CC1,-2,101,106,112,101,111,106,3
O=C(O)CCCCCn1c(SCC(=O)Nc2ccc(F)cc2)nc2ccsc2c1=O,1,107,93,98,111,98,98,2
C=CCNC(=O)C1CC1(c1ccc(C)cc1)c1ccc(C)cc1 (stereo unspecified),1,103,101,106,114,104,105,3
CCN(CC(=O)NC1CCS(=O)(=O)C1)S(=O)(=O)c1ccccc1Cl (stereo unspecified),-3,97,103,102,98,101,98,1
CCCCn1c(=O)[nH]c(=O)c2c1nc(-c1ccc(-c3ccc(F)cc3)o1)n2C,3,107,93,96,98,95,100,0
Cc1ccc(C(=O)Nc2cccnc2)cc1S(=O)(=O)N1CCCC1,11,77,.,93,131,106,88,0
CCC[n+]1c2ccccc2cc2ccccc21,-2,103[may fluoresce violet],?,139[may fluoresce violet],139,83[may fluoresce violet],16[may fluoresce violet],11
O=C(C[n+]1cccc(NC(=O)c2ccccc2)c1)c1ccc(NC(=O)c2ccccc2)cc1,-3,92,100,100,91,96,94,0
CCC(C)N(C)C1CCN(C(=S)Nc2cccc(OC)c2)CC1 (stereo unspecified),9,98,108,109,115,110,96,0
COCOc1ccc(/C=C/C(=O)c2c(OCOC)cc(OCOC)c(CC=C(C)C)c2O)cc1OCOC,6,105,98,102,99,100,100,19
O=C(c1ccccc1C(=O)N1CCN(c2ccccc2)CC1)N1CCN(c2ccccc2)CC1,2,103,94,108,158,100,101,3
CC(C)OP(=O)(c1ccc(N(C)C)cc1)C(Nc1ccccc1)c1ccccc1 (stereo unspecified),-3,100,89,92,101,92,94,0
CCOc1ccc(NC(=O)c2ccc3c(SCC(=O)O)c4c(nc3c2)CCCC4)cc1,6,98,107,106,98,97,100,0
CCc1cc2c(=O)n(-c3ccccc3)c(SCC(N)=O)nc2s1,12,83,97,97,108,100,95,4
COCCNc1cc(-c2ccccc2)nc2cc(-c3cccc(F)c3)nn12,8,107,93,102,104,101,94,1
CC(C)N(Cc1c(O)ccc2c(=O)c(-c3ccc(Cl)cc3)coc12)C(C)C,-25,90,99,109,85,99,97,0

# Carrying on:
SMILES,VLA-4 inh,LAP4-GFP MLPCN,CIT2 TOR yeast,MEP2-GFP yeast,Yeast superoxide,RPL19A TOR yeast,AGP1 TOR yeast,GRK2 inh
COC(=O)Cn1ncn2cccc2c1=O,18,98,103,101,85,98,104,1
Cc1ccc(NC(=O)C2C3CCCC2C3c2ccccc2)c(C)c1 (stereo unspecified),7,91,107,107,109,102,97,2
Cc1ccc(S(=O)(=O)Oc2ccc(C(c3c(C)[nH][nH]c3=O)c3c(C)[nH][nH]c3=O)cc2)cc1,9,108,94,102,105,99,105,1
COc1ccc(C(=O)CCc2ccc(OC)c(OC)c2)cc1,-5,105,90,92,100,95,97,0
CCOC(=O)Nc1cc(=O)c2ccccc2o1,-5,93,101,96,88,94,98,0
COc1ccc(NC(=O)c2nc3nccc(C)n3n2)cc1S(=O)(=O)N1CCOCC1,8,91,111,104,102,101,100,6
FC(F)(F)c1ccnc(Oc2ccc(C3=NCCS3)cc2)c1,4,121,90,100,99,93,102,2
O=C(Nc1ncccc1O)C1CCN(S(=O)(=O)c2ccc3ccccc3c2)CC1,-9,105,96,107,101,100,107,0
O=c1[nH]c2ccc(Cl)cc2c(-c2ccccc2)c1SC(=S)N1CCCCC1,-5,116,117,109,99,107,112,4
O=C(Cn1cnc2c(nnn2Cc2ccccc2F)c1=O)NCC1CCCO1 (stereo unspecified),4,93,96,96,117,95,93,1
c1ccc(Cn2nnc(CNc3ccccc3)c2-c2c(CNc3ccccc3)nnn2Cc2ccccc2)cc1,-3,103,90,94,105,104,92,1
CCn1c(C(=O)NCCCN2CCc3ccccc3C2)cc2sccc21,12,111,110,113,91,104,114,0
N#C/C(=C(/O)c1ccccc1F)c1nc2cc(C(F)(F)F)ccc2s1,-1,87,95,88,95,90,90,2
Cc1cnc(CN(C)Cc2c(C(=O)N3CCCCCCC3)nc3ccc(Cl)cn23)[nH]1,18,107,102,100,93,102,100,0
CC1(C2CC2)NC(=O)N(CC(=O)N2CCN(c3ccccc3)CC2)C1=O (stereo unspecified),10,106,97,103,88,101,103,0
CN(C)S(=O)(=O)c1ccc(Cl)c(C(=O)NC2=NCCS2)c1,7,92,104,105,94,106,96,2
CN(Cc1ccccc1)CC(O)COc1ccc(CNCCc2ccncc2)cc1 (stereo unspecified),13,106,100,109,94,106,104,0
N#CCCN(CCC#N)S(=O)(=O)c1ccc(C(=O)Nc2nnc(C3=COCCO3)o2)cc1,-3,96,95,104,88,100,91,4
O=C(CSc1nnc(-c2ccccc2)c(-c2ccccc2)n1)Nc1ccc(Br)cn1,5,118,90,105,99,101,99,2
Oc1[nH]c2ccc(Br)cc2c1N=Nc1ccc(F)cc1,-19,127,139,151,103,112,110,4
COc1ccc(CC(=O)NNc2ncnc3c2cnn3Cc2ccccc2)cc1OC,5,101,102,100,88,100,99,3
COc1ccccc1NC(=O)CSCC(N)=O,26,100,103,95,101,97,100,0
CC(C)(C)c1ccccc1NC(=O)c1ccc2c(c1)SC1=NS(=O)(=O)CCN12,7,102,100,99,101,97,103,0
Cc1c(NC(=O)c2ccc(NS(=O)(=O)c3ccc(F)c(F)c3)cc2)c(=O)n(-c2ccccc2)n1C,-3,99,102,101,78,97,100,1
Cc1ccc(-n2cc(CN3CCC(CO)(Cc4ccccc4)CC3)cn2)cc1,3,103,112,105,99,106,121,0

# Other records
SMILES,VLA-4 inh,LAP4-GFP MLPCN,CIT2 TOR yeast,MEP2-GFP yeast,Yeast superoxide,RPL19A TOR yeast,AGP1 TOR yeast,GRK2 inh
O=C(O)c1cccnc1SCC(=O)N1CCCc2ccccc21,1,113,94,97,106,103,106,6
O=C(CN1CCOCC1)Nc1nc2ccc([N+](=O)[O-])cc2s1,-4,93,102,108,103,97,94,1
Cc1ccc(C(=O)C(C)OC(=O)CN2C(=O)NC3(CCCC3)C2=O)cc1C (stereo unspecified),3,108,106,101,78,100,108,0
COc1ccc(N2C(=O)C3CCCN3C2c2ccc(C)cc2)cc1 (stereo unspecified),-9,106,101,99,102,100,106,0
COc1ccc(N2C(=O)CN(Cc3cc(OC)c(OC)c(OC)c3)C2=S)cc1,-11,95,100,99,112,92,89,1
Clc1cccc(Cl)c1Cn1cnc(=NCc2ccco2)c2[nH]cnc21,0,98,104,94,79,94,102,1
O=C(NCCN1CCOCC1)c1cc([N+](=O)[O-])ccc1Cl,-10,83,110,94,93,96,92,0
O=C1CCCC/C1=C/Nc1ccc(S(=O)(=O)Nc2ncccn2)cc1,0,90,85,91,97,89,90,0
COCCCNC(=O)c1c[nH]c2ccc(S(=O)(=O)N3CCc4ccccc43)cc2c1=O,-4,101,99,100,82,96,104,1
COc1ccc(C(C)(C)C)cc1NC(=S)NCCN1CCOCC1,-2,90,103,74,99,103,93,6
COc1ccc(O)c(/C=N/NC(=O)c2c(C)nnn2-c2nonc2N)c1,-2,97,97,98,100,96,96,0
COc1cccc(SCc2noc(C(=O)NCCC(C)C)c2C(=O)NCCC(C)C)c1,1,113,76,90,112,96,80,2
Cc1cccc(C(=O)OC(C)C(=O)N2CCc3ccccc3C2)c1C (stereo unspecified),3,104,95,105,101,103,109,2
CCCCCc1ccc(CC(=O)O)cc1,9,128,89,97,116,98,93,1
Cc1cc(NC(=O)c2noc3c2CCCC3)no1,3,97,106,104,88,98,100,2
O=C(NCc1ccccc1F)c1ccc(S(=O)(=O)N2CCCCCC2)cc1,-1,101,86,97,103,91,92,0
COc1ccc(Cl)cc1Nc1nc(C)nc2c1oc1ccccc12,28,100,97,111,115,102,95,0
O=C(Cc1cccc2ccccc12)NCC1CCCO1 (stereo unspecified),12,102,102,105,83,102,106,1
Cc1ccc(NC(=O)C2CCN(S(=O)(=O)c3c(C)noc3/C=C/N(C)C)CC2)cc1,4,99,103,107,101,102,102,0
CCC1CN(C(=O)N2CCC(C(=O)NCc3ccccc3C)CC2)c2ccccc2O1 (stereo unspecified),2,103,104,110,114,100,102,5
C/C(=N\N1CCN(C2c3ccccc3-c3ccccc32)CC1)c1ccncc1,1,114,98,104,101,101,102,1
CCCCn1c(SCC(=O)Nc2nccs2)nc2ccccc2c1=O,-1,94,101,98,107,101,106,1
CCOc1ccc(NC(=O)C(C)Oc2ccccc2C(=O)Nc2cccc(Cl)c2Cl)cc1 (stereo unspecified),10,98,97,105,91,100,102,3
COc1ccc2nc(CCN(C)C(=O)C3CCC(=O)N(Cc4cccc(F)c4)C3)[nH]c2c1 (stereo unspecified),20,88,100,104,90,98,101,2
CN1C(=O)c2ccc(NC(=O)c3cccc(N4C(=O)CCC4=O)c3)cc2C1=O,-5,92,107,99,91,99,93,19
c1cnc(-c2nnc3n2CCCCC3)cn1,11,103,95,101,100,98,98,2
Cc1cc(C)n(C(=O)CCCn2cc([N+](=O)[O-])cn2)n1,5,101,103,101,86,99,105,1
Fc1ccc(-c2cc(C(F)(F)F)nc(N3CCCCC3)n2)cc1,1,101,102,108,106,105,106,0
COc1ccc(NC(=O)N2CCc3ccccc3C2)c(OC)c1,12,115,106,105,98,112,113,0

# Compound profiles, as listed above.
# CCOc1ccc(NC(=O)C(C)Oc2ccccc2C(=O)Nc2cccc(Cl)c2Cl)cc1 (stereo unspecified) in the list: VLA-4 inh = 10; LAP4-GFP MLPCN = 98; CIT2 TOR yeast = 97; MEP2-GFP yeast = 105; Yeast superoxide = 91; RPL19A TOR yeast = 100; AGP1 TOR yeast = 102; GRK2 inh = 3
# COc1ccc(C(C)(C)C)cc1NC(=S)NCCN1CCOCC1 in the list: VLA-4 inh = -2; LAP4-GFP MLPCN = 90; CIT2 TOR yeast = 103; MEP2-GFP yeast = 74; Yeast superoxide = 99; RPL19A TOR yeast = 103; AGP1 TOR yeast = 93; GRK2 inh = 6
